# mIAP activ = activators of mouse IAP, primary screen, biochemical, luminescence, uHTS. intestinal alkaline phosphatase [Mus musculus]. muIAP, CDP-Star luminescence, 30 min; hits give high values; 1 = vehicle-only enzyme signal, 0 = enzyme-free wells. activation factor at 10 µM. 330,000 compounds, 0.24% hits;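 active = activation factor of at least 2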; also: the source names both 10 and 20 µM as test concentration; values of inactives mirror those of a sister screen read the other way
#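 also added = chemiluminescent substrate CDP-Star | test system = mouse IAP enzyme | signal = chemiluminescence readout | compound = DMSO-dissolved test compounds | incubation = 30 min at room temperature | benchmarks = DMSO wells, no-enzyme wells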
# A3A deaminase = APOBEC3A ssDNA deaminase inhibitors, primary screen, selectivity assay for APOBEC3G inhibitor project, biochemical, FAM/TAMRA oligo cleavage fluorescence; inhibition, % at 20 µM; 330,000 compounds, 0.41% hits; recombinant A3A, FAM/TAMRA ssDNA deamination fluorescence; DNA dC->dU-editing enzyme APOBEC-3A (Homo sapiens), P31941; AID 493011, 2011;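 active = at least 40% inhibition at 20 µM here, with at most 30% in a related deaminase screen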;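 also: plate controls were A3A with DMSO for no effect and wells lacking A3A enzyme for full effect; some results filed as inactive read as strong as hits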
# Target sequence (P31941 whole entry, looked up): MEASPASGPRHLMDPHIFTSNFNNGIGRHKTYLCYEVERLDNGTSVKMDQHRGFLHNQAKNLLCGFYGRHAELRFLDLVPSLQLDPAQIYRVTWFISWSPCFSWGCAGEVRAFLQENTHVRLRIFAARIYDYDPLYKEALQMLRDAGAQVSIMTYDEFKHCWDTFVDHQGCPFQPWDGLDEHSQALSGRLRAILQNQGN
# hIAP inh = human IAP inhibitors, primary screen, biochemical, luminescence, uHTS. Intestinal-type alkaline phosphatase (Homo sapiens), P09923. purified IAP, CDP-Star luminescence, 30 min. inhibition, % at 10 µM. 330,000 compounds, 0.12% hits. AID 2544, 2010;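 active = inhibition reaching a set limit with compound at 10 µM in the primary screen, cut at about 35% in these data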;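 also: plate controls were DMSO wells with enzyme for no effect and no-enzyme buffer wells for full effect; values of inactives mirror those of a sister screen read the other way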
# Target sequence (P09923 whole entry, looked up): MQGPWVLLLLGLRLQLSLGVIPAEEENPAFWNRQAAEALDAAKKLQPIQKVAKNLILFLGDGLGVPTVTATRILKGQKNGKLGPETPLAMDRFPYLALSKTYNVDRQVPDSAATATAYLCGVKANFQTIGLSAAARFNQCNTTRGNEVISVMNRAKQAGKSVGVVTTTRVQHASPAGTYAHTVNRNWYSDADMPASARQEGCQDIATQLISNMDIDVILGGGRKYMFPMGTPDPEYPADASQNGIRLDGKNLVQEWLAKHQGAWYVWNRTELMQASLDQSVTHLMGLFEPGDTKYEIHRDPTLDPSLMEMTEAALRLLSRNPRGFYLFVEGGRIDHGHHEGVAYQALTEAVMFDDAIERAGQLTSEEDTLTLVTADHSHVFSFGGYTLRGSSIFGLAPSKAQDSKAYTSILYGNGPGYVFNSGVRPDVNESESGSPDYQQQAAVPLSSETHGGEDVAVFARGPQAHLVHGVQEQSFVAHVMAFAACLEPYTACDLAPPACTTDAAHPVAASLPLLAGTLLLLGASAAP
# MPTP inh = mitochondrial permeability transition pore inhibitors, primary screen, biochemical, isolated mouse mitochondria, absorbance | Ca2+ swelling absorbance, 30 min | inhibition, % at 10 µM | 360,000 compounds, 1.4% hits | AID 602449, 2012;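 active = inhibition of 50% or more, scaled per plate between neutral and stimulator controls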;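 also: 0% = DMSO wells given calcium and 100% = 1 mM EGTA wells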
# APOBEC3G inh = APOBEC3G DNA deaminase inhibitors, primary screen, biochemical, fluorescence, single-stranded DNA substrate, uHTS; inhibition, % at 20 µM; DNA dC->dU-editing enzyme APOBEC-3G (Homo sapiens), Q9HC16; recombinant A3G, ssDNA deamination FAM/TAMRA fluorescence; AID 493012, 2011; 330,000 compounds, 0.28% hits;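 active = inhibition of at least 40% at 20 µM, with no more than 30% in the related APOBEC3A deaminase screen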;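 also: plate controls were DMSO wells with A3G for no effect and wells lacking A3G enzyme for full effect; some compounds called inactive have numbers as strong as hits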
# GRIN3A LBD mod = binders of NR3A ligand-binding domain, primary screen, biophysical, differential scanning fluorimetry, uHTS | NR3A LBD differential scanning fluorimetry, Tm shift; 0% = protein alone, 100% = glycine-bound protein | Tm shift relative to glycine control, % at 25 µM | 340,000 compounds, 2.5% hits | AID 1259313, 2017;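 active = melting temperature shift of at least 10% of the positive control shift, at one fixed dose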
# MIN6 prolif = inducers of MIN6 beta-cell proliferation, primary screen, ATP luminescence, uHTS | MIN6 cells proliferation, ATPlite luminescence, 48 h; cells starved in 0.2% serum; 100% = growth in 10% serum | proliferation, % at 10 µM | 330,000 compounds, 0.29% hits | AID 2380, 2010;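 active = compounds whose signal lies at least 3.5 SD above the mean of all wells on their plate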;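 also: 0% = DMSO-treated cells in low-serum medium and 100% = 10% serum control; some compounds called inactive have numbers as strong as hits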
# mIAP inh = inhibitors of mouse IAP, primary screen, biochemical, luminescence, uHTS | inhibition, % at 10 µM | 330,000 compounds, 0.2% hits | intestinal alkaline phosphatase [Mus musculus] | purified mouse IAP, CDP-Star luminescence, 30 min;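 active = inhibition of at least 40% at 10 µM in the primary screen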;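 also: plate controls were DMSO with enzyme for no effect and no enzyme wells for full effect; values of inactives mirror those of a sister screen read the other way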
# hIAP activ = human IAP activators, primary screen, biochemical, luminescence, uHTS. Intestinal-type alkaline phosphatase (Homo sapiens), P09923. purified human IAP, CDP-Star luminescence, 30 min; hits give high values; 1 = vehicle-only enzyme, 0 = enzyme-free background. activation factor at 10 µM. 330,000 compounds, 0.16% hits;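 active = activation factor of the enzyme at least 2-fold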; also: the source names both 10 and 20 µM as test concentration; values of inactives mirror those of a sister screen read the other way
# * hit, by the source's call; · = not tested or not shown.
SMILES,mIAP activ,A3A deaminase,hIAP inh,MPTP inh,APOBEC3G inh,GRIN3A LBD mod,MIN6 prolif,mIAP inh,hIAP activ
COc1ccc(CC(=O)N/N=C(/C)CC(=O)N(C)c2ccccc2)cc1,0.96,-6,-12,2.0,13,-2,-2,4,1.1
C=CCN1C(=O)/C(=C/c2ccc(O)c(OC)c2)S/C1=N/c1nccs1,0.77,-61,4,-9.2,-95,2,-4,23,0.96
Cc1occc1-c1nnc(SCC(=O)Nc2ccccc2)n1C,0.95,1,-4,-0.3,-5,2,1,5,1
COC(=O)c1sc(N2C(=O)c3oc4ccccc4c(=O)c3C2c2cccc(O)c2)nc1C (stereo unspecified),1,1,-10,2.4,-4,-1,-2,-4,1.1
Cc1cc2nc(-c3cccc(NC(=O)c4ccc(Br)o4)c3)oc2cc1C,0.94,-3,-5,-0.6,-6,2,-6,6,1.1
COc1cc(OC)cc(C(=O)Nc2cccc3cccnc23)c1,1,-2,-24,1.3,-6,1,-3,-4,1.2
CCOC(=O)N1CCN(c2c(NCCN3CCCCC3CC)c(=O)c2=O)CC1 (stereo unspecified),0.93,3,-4,-0.4,-2,1,3,8,1
CCOC(=O)N1CCC(N2CCN(CCC(C)C)C(CCO)C2)CC1 (stereo unspecified),0.91,-3,-10,2.2,-8,0,-1,9,1.1
CCOC(=O)Cc1csc(NC(=O)CC(C)(C)C)n1,0.88,10,-6,-2.1,-10,-8,-2,12,1.1
CCC(C)NC(=O)CC(C)C (stereo unspecified),0.96,-4,-3,0.7,-5,2,-2,4,1
Cc1cc(NC(=O)CN(C)CC(=O)Nc2ccc(Cl)cc2)no1,1.2,-1,-62,-0.2,-7,-3,-2,-24,1.6
Cc1nnc(SCc2cccc(CSc3nnc(C)s3)c2)s1,1.2,-5,-1,15,-6,2,-2,-22,1
O=C(COc1ccc(S(=O)(=O)N2CCCC2)cc1Cl)NCc1ccccn1,0.85,-4,-4,0.0,-7,1,0,15,1
CC(C)N1CCN(Cc2ccsc2)CC1CCO (stereo unspecified),1,0,-8,-0.4,-2,2,-2,-2,1.1
N#Cc1ccc(C(=O)Nc2cc(S(=O)(=O)N3CCOCC3)ccc2N2CCCC2)cc1,0.93,-1,-6,0.5,-2,-4,3,7,1.1
Cc1cc(C)cc(OC(=O)c2cccnc2)c1,0.97,-6,10,1.8,-9,-2,-2,3,0.9
O=C(OC(C(=O)NC1CCCCC1)c1ccccc1F)c1ccco1 (stereo unspecified),1.1,0,-5,1.5,-9,-1,1,-12,1
O=C(/C=C/c1cccs1)NC1CCCC1,1,-5,-8,-0.2,-11,-1,1,0,1.1
COc1ccc(NS(=O)(=O)c2ccc(C(=O)N3CCC(C)CC3)cc2)cc1,0.94,-5,12,0.1,-8,1,-1,6,0.88
CCc1ccc(S(=O)(=O)Nc2ccc(N3CCN(C)CC3)cc2)cc1,0.99,-6,-14,1.1,-5,5,0,1,1.1
O=C(COC(=O)CNC(=O)c1ccccc1)Nc1ccc(S(=O)(=O)N2CCCC2)cc1,1,4,5,0.4,-5,-1,1,-3,0.95
NC1=NC(=Nc2ccc(S(N)(=O)=O)cc2)c2ccccc21,0.96,0,9,0.7,-7,-1,3,4,0.91
O=C(COc1ccccc1Cl)Nc1ccc(C(=O)N2CCCCC2)cc1,0.99,-6,-21,-0.3,-10,-1,-5,1,1.2
COc1ccc(/C=N/NC(=O)CNC(=O)c2ccc(S(=O)(=O)N3CCOCC3)cc2)cc1OC,0.98,-1,-5,-1.0,-3,0,0,2,1
O=C(NCc1cc(C(F)(F)F)cc(C(F)(F)F)c1)C1CC(c2ccccc2[N+](=O)[O-])=NO1 (stereo unspecified),1.1,-5,-11,1.0,-14,-10,-5,-11,1.1
CCOC(=O)C1=C(CN2CCN(C(=O)c3ccco3)CC2)NC(=O)NC1c1ccc(F)cc1 (stereo unspecified),0.99,-1,8,-0.2,-5,-3,2,1,0.92
Cc1c(OC(C)C(=O)NCC(O)c2ccccc2)ccc2c3c(c(=O)oc12)CCC3 (stereo unspecified),0.94,-2,-5,0.0,-4,-5,0,6,1.1
CC1(C)O[C@@H]2C[C@H]3[C@@H]4CCC5=CC(=O)CC[C@]5(C)[C@@]4(F)[C@@H](O)C[C@]3(C)[C@]2(C(=O)CCl)O1,0.98,-3,0,-0.3,-6,-1,-3,2,1
COCC(=O)NCCc1nc2ccccc2[nH]1,1,2,14,-2.7,-3,3,-1,-1,0.86
COc1ccccc1CNc1ccccc1F,0.94,-5,18,0.8,-8,1,1,6,0.82
CCOc1ccc(NC(=O)C2CCN(S(=O)(=O)c3ccc4c(c3)C(C)(C)C(=O)N4C)CC2)cc1,0.98,1,-3,-0.6,9,0,-1,2,1
Cc1noc(C)c1C(=O)Nc1ccc2c(c1)CCC2,0.93,2,11,0.6,-5,0,-1,7,0.89
Cn1nc(C(=O)NNC(=O)c2cccc(Cl)c2)c2ccccc2c1=O,0.88,-1,-47,-0.7,-1,2,-2,12,1.5
COc1ccc(/C=C(\NC(=O)c2ccccc2)C(=O)N2CCN(C)CC2)cc1OC,0.99,-4,6,-1.0,-9,-2,5,1,0.94
CCCCn1c(N)c(N(CC(C)C)C(=O)c2ccc(-c3ccc(Cl)cc3)o2)c(=O)[nH]c1=O,1,-1,2,-0.9,-4,1,-5,-3,0.98
CCOC(=O)C1=C(C)NC(=S)N(C(C)=O)C1c1ccc(OC)c(OC)c1 (stereo unspecified),1,0,12,3.6,4,1,-1,-4,0.88
CC1(C)Cc2nc(NC3CCCCC3)c(C#N)cc2CO1,0.94,2,6,-2.7,-4,0,-3,6,0.94
NS(=O)(=O)c1ccc(CCNC(=O)CCCCCNc2nc(=S)[nH]c3ccccc23)cc1,1,-2,-15,·,-12,·,-1,-1,1.2
COc1cccc(OC)c1NC(=O)C1CCCN1C(=O)Nc1ccccc1Cl (stereo unspecified),1.1,7,-12,-0.2,-2,-3,-2,-7,1.1
CCn1nc(C(=O)NNC(=O)C2CSC3(C)CCC(=O)N23)c2ccccc2c1=O (stereo unspecified),0.93,-4,-2,0.1,-11,0,1,7,1
CCOC(=O)C1C(=O)OC(C)(C)C1C(CC)C(=O)c1ccccc1 (stereo unspecified),1.1,0,-10,2.6,-4,0,-1,-9,1.1
COc1ccc(C(=O)N/C(=C/c2cccnc2)C(=O)N2CCCCCC2)cc1OC,0.95,-9,8,-0.3,-9,-2,-1,5,0.92
CN1CCN(S(=O)(=O)c2ccc3c(c2)oc(=O)n3C)CC1,1.1,1,4,-0.2,-5,-2,4,-8,0.96
Cc1scc(-c2n[nH]c(=S)n2Cc2ccccc2)c1C,1.1,-5,-22,0.2,5,0,-3,-9,1.2
Cc1nc2scc(-c3ccccc3)c2c(=O)o1,0.94,-2,1,-1.1,-3,0,-2,6,0.99
O=C(Nc1cccc(C(=O)Nc2ccccc2F)c1)c1ccccc1,1.1,-1,0,0.7,-5,-6,-3,-10,1
CCOC(=O)Cc1nnc(NC(=O)c2ccccc2OC)s1,1,-1,-11,-3.2,-6,-6,-1,-2,1.1
Cc1cc(CN(C)C(=O)C2CCC(=O)N(CCc3ccccc3)C2)n[nH]1 (stereo unspecified),0.98,-4,-17,0.3,-8,-1,0,2,1.2
COc1ccc([N+](=O)[O-])cc1NS(=O)(=O)c1cccc(C(=O)NCCCN2CCCC2=O)c1,1,0,-4,-1.9,-3,3,-5,-3,1
CCCc1cc(=O)oc2cc(OCC(=O)NC(Cc3ccc(Cl)cc3)C(=O)O)ccc12 (stereo unspecified),1.1,-6,6,0.2,-10,-2,-2,-8,0.94
COc1ccc(OC)c(NC(=O)CN(C)CC(=O)Nc2ccccc2Cl)c1,0.96,1,-36,-1.2,-7,-3,-2,4,1.4
Oc1ccc(/C=N/Nc2ccccc2)cc1,1,3,5,1.5,-1,-1,-3,0,0.95
Cc1ccccc1-n1c(C)cc(/C=C(\C#N)C(=O)NCC2CCCO2)c1C (stereo unspecified),1,0,12,0.6,-1,-4,0,-4,0.88
Cc1cc(=O)[nH]c(N/N=C/c2c(C)nn(-c3ccccc3)c2C)n1,0.94,-2,4,-0.4,-8,-2,0,6,0.96
CCOC(=O)c1nn(-c2ccccc2)c(=O)c2c(NC(C)=O)scc12,1,2,-7,1.1,0,-2,1,0,1.1
O=c1[nH]nc(-c2ccc(NCCO)c([N+](=O)[O-])c2)c2ccccc12,0.86,3,23,-0.4,-3,-1,1,14,0.77
CCCCOc1ccc(-n2nc(C)cc2C)nn1,0.94,-4,-18,-1.6,-8,0,-3,6,1.2
